Bioassay records deposited in PubChem by National Center for Advancing Translational Sciences (NCATS).
Vif-A3F inh: qHTS for Inhibitors of Vif-A3F Interactions: qHTS; HeLa A3F-eYFP + Vif (tagged APOBEC3F with the HIV-1 protein that degrades it), YFP fluorescence increase; Potency, µM (series often up to 46.1 µM), inactives show top-dose activity, negative = active; 390,000 compounds, 0.2% hits; AID 602313, 2012; further: % of control where 0% means no effect; nearly all actives have a fitted effect of over 65% in size
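HeLa cells stably expressing A3F-eYFP plus Vif, plated and incubated overnight at 37 deg C, then exposed to compounds overnight at 37 deg C. Blocked degradation read as raised yellow fluorescence (Ex 488/Em 500-530).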
RGS4 inhibitor: Inhibitors of Regulator of G Protein Signaling (RGS) 4: qHTS; Regulator of G-protein signaling 4 (Homo sapiens), P49798; Transcreener GDP fluorescence polarization, RGS4-accelerated GTP hydrolysis; Potency, µM (top dose mostly 114 µM), inactives show at the highest dose activity change, negative = inhibition, hits mostly inhibitors; 390,000 compounds, 0.039% hits; further: on the % scale 0 is the no-effect control and ±100 the full control effect; nearly all actives have a fitted effect of over 75% in size; some results filed as inactive show a strong effect at the top dose
Target sequence (P49798 whole entry, looked up): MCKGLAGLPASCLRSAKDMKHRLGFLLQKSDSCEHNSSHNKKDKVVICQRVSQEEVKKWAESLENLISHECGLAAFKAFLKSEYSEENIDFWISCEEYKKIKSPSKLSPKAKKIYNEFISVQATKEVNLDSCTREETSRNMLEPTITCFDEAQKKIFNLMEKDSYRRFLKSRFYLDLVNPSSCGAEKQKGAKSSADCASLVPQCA
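MLSMR compounds (23 nl, pin-transferred) preincubated 10 min at room temperature with a 500nM (2x) first reagent, then RGS4 at 900nM (2x) plus Transcreener GDP mix added; fluorescence polarization (620/688 nm) read before and after 90 min at 30 °C.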
USP1 inh: Inhibitors of USP1/UAF1: Primary Screen; recombinant USP1/UAF1, Ub-Rhodamine cleavage fluorescence; Potency, µM (top dose mostly 57.1 µM), for the others: at the highest dose activity change, negative = inhibition, usual class: inhibitors; 390,000 compounds, 0.23% hits; Ubiquitin carboxyl-terminal hydrolase 1 (Homo sapiens), O94782; further: on the % scale 0 is the no-effect control and ±100 the full control effect; nearly all actives have a fitted effect of over 60% in size; inactives centre near -12
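USP1/UAF1 complex (1 nM) preincubated 15 min at room temperature with compound, then Ub-Rho substrate (150 nM final) added. Kinetic fluorescence at 480/540 nm over 6 reads at 60 s intervals; 50 mM HEPES pH 7.8, 0.5 mM EDTA, 0.1 mg/ml BSA, 1 mM TCEP, 0.01% Tween-20.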
12-LOX inh: Primary qHTS assay for inhibitors of human arachidonate 12S-lipoxygenase (ALOX12): Round 2; Polyunsaturated fatty acid lipoxygenase ALOX12 (Homo sapiens), P18054; purified 12hLO, xylenol orange hydroperoxide absorbance; Potency, µM (highest dose often 108 µM), inactives show at the highest dose activity change, negative = inhibition, most hits filed as inhibitors; 580,000 compounds, 1.1% hits; further: on the % scale 0 is the no-effect control and ±100 the full control effect
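Hydroperoxide product was detected by ferrous iron/xylenol orange as the 573 to 405 nm absorbance ratio. Arachidonic acid at 40 uM (final) was turned over for 30 min at room temperature by 150 nM human 12hLO, pH 7.0 Hepes buffer, after 15 min compound preincubation.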
mIDH1 inhibitor: qHTS for Inhibitors of mutant isocitrate dehydrogenase 1 (IDH1): qHTS | IDH1-R132H enzyme, NADPH consumption, diaphorase/resazurin fluorescence | Potency, µM (doses to about 76.6 µM), for inactives: top-dose activity change, negative = inhibition, hits mostly inhibitors | 390,000 compounds, 0.093% hits | AID 602179, 2012; further: on the % scale 0 is the no-effect control and ±100 the full control effect; nearly all actives have a fitted effect of over 65% in size
Target sequence (O75874 whole entry R132H, stated change not applied): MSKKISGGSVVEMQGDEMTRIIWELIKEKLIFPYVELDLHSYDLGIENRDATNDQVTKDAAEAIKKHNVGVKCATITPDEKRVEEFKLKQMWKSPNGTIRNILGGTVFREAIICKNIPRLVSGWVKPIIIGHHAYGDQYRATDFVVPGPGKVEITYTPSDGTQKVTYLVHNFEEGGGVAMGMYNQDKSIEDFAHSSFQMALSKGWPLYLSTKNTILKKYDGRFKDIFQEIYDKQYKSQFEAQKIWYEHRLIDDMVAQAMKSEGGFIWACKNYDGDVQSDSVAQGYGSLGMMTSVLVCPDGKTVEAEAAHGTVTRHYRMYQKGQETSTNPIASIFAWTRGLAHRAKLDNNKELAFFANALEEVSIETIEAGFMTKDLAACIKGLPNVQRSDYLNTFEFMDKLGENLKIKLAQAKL
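IDH1-R132H (0.5 ug/mL) preincubated 30 min with compound, then NADPH (0.016 mM) and alpha-KG (2 mM) added; 80 min at RT, pH 7.5. Remaining NADPH coupled via diaphorase/resazurin to fluorescence (540/590 nm); concentration-response curves normalized to no-enzyme control.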
rTrxR1 inhibitor: qHTS Assay for Inhibitors of Mammalian Selenoprotein Thioredoxin Reductase 1 (TrxR1): qHTS. recombinant rTrxR1, NADPH fluorescence consumption, selenite substrate. Potency, µM (doses to about 114 µM), for the others: at the highest dose activity change, negative = inhibition, usual class: inhibitors. 390,000 compounds, 1% hits. AID 588453, 2011; further: on the % scale 0 is the no-effect control and ±100 the full control effect; nearly all actives have a fitted effect of over 65% in size
Target sequence (O89049 whole entry, looked up): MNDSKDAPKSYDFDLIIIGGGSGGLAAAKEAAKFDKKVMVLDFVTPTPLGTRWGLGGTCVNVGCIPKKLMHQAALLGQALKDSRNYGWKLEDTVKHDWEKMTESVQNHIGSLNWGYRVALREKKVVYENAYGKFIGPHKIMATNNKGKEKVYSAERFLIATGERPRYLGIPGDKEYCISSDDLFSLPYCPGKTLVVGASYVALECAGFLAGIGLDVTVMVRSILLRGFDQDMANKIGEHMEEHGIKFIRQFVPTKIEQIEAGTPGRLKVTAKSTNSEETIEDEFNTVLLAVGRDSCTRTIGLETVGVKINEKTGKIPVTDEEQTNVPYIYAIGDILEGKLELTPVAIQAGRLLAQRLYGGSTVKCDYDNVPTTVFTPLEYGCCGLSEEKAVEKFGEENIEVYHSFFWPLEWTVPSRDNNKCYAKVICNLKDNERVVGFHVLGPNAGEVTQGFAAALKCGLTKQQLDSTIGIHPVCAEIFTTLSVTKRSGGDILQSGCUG
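Rat TrxR1 (90 nM in the dispensed reagent) was pre-reduced with 400 uM NADPH for 5 min at room temperature, then incubated with compound for 15 min. After 400 uM selenite was added, NADPH fluorescence (Ex 340/Em 450 nm) was followed for 8 min.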
RXFP1 ag: qHTS Assay for Agonists of the Relaxin Receptor RXFP1; Potency, µM (highest dose often 57.5 µM), for inactives: at the top dose activation, hits mostly activators; Relaxin receptor 1 (Homo sapiens), Q9HBX9; HEK293T-RXFP1 cAMP TR-FRET, 30 min; response scale: percent of porcine relaxin response, buffer zero; 370,000 compounds, 0.3% hits; further: on the % scale 0 is the no-effect control and ±100 the full control effect; nearly all actives have a fitted effect of over 60% in size; many of its hits are not listed in these tables
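HEK293T cells stably expressing RXFP1 were pretreated with the PDE4 inhibitor Ro 20174, exposed to compounds for 30 min at 37C, lysed, and cAMP was read by TR-FRET. Data normalized to buffer (basal) and 29 nM porcine relaxin (100%).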
Vif-A3G inh: qHTS for Inhibitors of Vif-A3G Interactions: qHTS; DNA dC->dU-editing enzyme APOBEC-3G (Homo sapiens), Q9HC16; HeLa A3G-eYFP + Vif (tagged APOBEC3G with the HIV-1 protein that degrades it), YFP fluorescence, overnight; Potency, µM (highest dose often 46.1 µM), for inactives: at the top dose activity, negative = active, usual class: inhibitors; 410,000 compounds, 0.076% hits; AID 602310, 2012;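 further: on the % scale 0 is the no-effect control and ±100 the full control effect; nearly all actives have a fitted effect of over 60% in size; hits raise eYFP signal because A3G escapes Vif-driven loss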
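Read-out is eYFP fluorescence (Ex 488/Em 500-530) from Vif-expressing HeLa A3G-eYFP cells; more signal means A3G escaped Vif-mediated degradation. Cells plated overnight, compound pinned in, incubated overnight at 37 deg C.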
TrxR1 substrate: qHTS Assay for Substrates of Mammalian Selenoprotein Thioredoxin Reductase 1 (TrxR1): qHTS; Thioredoxin reductase 1, cytoplasmic (Rattus norvegicus), O89049; purified TrxR1 substrate turnover, NADPH consumption readout; Potency, µM (highest dose often 114 µM), without a hit: top-dose activity change, negative = substrate turnover; 390,000 compounds, 0.01% hits; AID 588456, 2011; further: on the % scale 0 is the no-effect control and ±100 the full control effect; nearly all actives have a fitted effect of over 50% in size
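Rat TrxR1, dispensed at 90 nM, was prereduced with 400 uM NADPH (final) for 5 min at ~22 deg C, then incubated with compound 15 min before 400 uM selenite. A first-read NADPH fluorescence drop versus no-compound background flagged substrates.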
* = called active by the depositor; i = inactive; ? = inconclusive; nt = not tested or not shown; & = joins results of further samples; [ ] = remark or other dose. The call rests on the fitted dose curve; in most records, active means well fitted curve in the direction sought with a large enough effect; inconclusive means small, poorly fitted or top-dose-only effect, or another doubt; inactive means no such curve, though single readings can be large; an effect the other way counts as inactive or inconclusive. Potency means the concentration at half of the fitted maximal effect.

| mol | Vif-A3F inh | RGS4 inhibitor | USP1 inh | 12-LOX inh | mIDH1 inhibitor | rTrxR1 inhibitor | RXFP1 ag | Vif-A3G inh | TrxR1 substrate |
| --- | --- | --- | --- | --- | --- | --- | --- | --- | --- |
| O=C(Nc1ccccc1)N(Cc1ccc(F)cc1)c1ccccn1 | 5% | 2% | -21% | -31%&-24% | 17% | 9% | 1.3% | 1% | 2% |
| O=S(=O)(c1ccccc1Br)N1CCC(O)(c2cccnc2)CC1 | -19% | -10% | -11% | -5% | 9% | 19%[11.4 µM] | 4.0% | -5% | 12%[57.1 µM] |
| CCC(=O)N1CCc2cc(CNC(=O)Nc3cc(C)ccc3C)ccc21 | 0% | -1% | -7% | -4% | -5% | 27%[57.1 µM] | 2.1% | -5% | 2%[57.1 µM] |
| CCOC(=O)c1cn(CC)c2ccc(Br)cc2c1=O | -10% | 4% | -19% | ? | 6% | 13% | 2.7% | 0% | 2% |
| O=C(Nc1cccc(F)c1)C1CCCN(S(=O)(=O)c2cccc3cccnc23)C1 (stereo not given) | 1%&1% | -31%&-6% | ? | -2%&-5% | -5%&1% | 14%&7% | -1.3%&5.6% | -2%&3% | 0%&-2% |
| CCc1c(C)sc2c1CCN(C(=O)Nc1cc(Cl)c(OC)cc1OC)C2c1ccccc1 (stereo not given) | 2% | 26% | -12% | -17% | -1% | 12%[57.1 µM] | -2.6% | -1% | -1%[57.1 µM] |
| N#C/C(=C\c1ccccc1)c1ccccn1 | 10% | 37% | 4% | -23% | 6% | -14% | -0.8% | 0% | -13% |
| CCOc1ccc(CCNC(=O)CCS(=O)(=O)c2ccc(C)cc2)cc1OCC | 2% | -8% | -4% | ? | -3% | 18% | 1.0% | 4% | 14% |
| CN(C)CCN(C)C1CN(Cc2ccc([N+](=O)[O-])cc2)S(=O)(=O)C1 (stereo not given) | 0% | nt | -6% | 3% | 0% | nt | nt | -1% | nt |
| Cc1ncc(CO)c(CO)c1O | -5% | -5% | -19% | ? | -5% | 5% | 0.7% | 0% | 24% |
| COCCCNC(=O)c1cccc2c(=O)c(C)c(-c3ccccc3)oc12 | 0% | 11% | -17% | -3%&-8% | -2% | 3% | 2.2% | 0% | -1% |
| O=C1CCC(C(=O)N2CCSCC2)CN1Cc1ccc(Cl)cc1 (stereo not given) | 7% | -28% | -7% | 29% | 3% | 45µM* | -0.6% | -1% | -8% |
| COc1cccc(C(=O)Nc2nc3ccc(S(C)(=O)=O)cc3s2)c1 | 3% | -20% | ? | -11% | -1% | 5%[57.1 µM] | 0.2% | -7% | 2%[57.1 µM] |
| CN(C)C(=O)CN1CCN(C(=O)CCl)CC1 | 2% | -13% | -27% | -18% | -4% | ? | -0.2% | 11% | 9% |
| Cc1ccccc1C(=O)NC(=S)N(Cc1ccccc1)c1ccccn1 | ? | -17% | -25% | -5% | 1% | 3% | nt | 3% | 6% |
| COc1cc(Cl)c(C)cc1NC(=O)COC(=O)C1=COCCO1 | -6% | 15% | -20% | -2% | 12% | 3% | 1.2% | 2% | 1% |
| CCCOc1ccc(/C=C2\SC(N)=NC2=O)cc1OC | 0% | -37% | -19% | 106%[activator] | -4% | 6% | 0.0% | -5% | 4% |
| CCOC(=O)Cc1csc(NC(=O)c2ccc(Cl)nc2)n1 | -10% | 2% | -7% | 23% | 8% | 6% | 2.3% | -11% | 1% |
| CCc1c(C)nc2cc(-c3ccc(OC)c(OC)c3)nn2c1NCC1CC1 | -11% | -5% | -25% | -11% | -8% | 11% | 5.4% | 0% | 12% |
| COC(=O)C(NC(=O)c1ccco1)(Nc1ccc(Br)cn1)C(F)(F)F (stereo not given) | 1% | -2% | 2% | 171%[activator] | 0% | -24% | 1.4% | -4% | -3% |
| O=C(O)CC/C(=N\NC(=O)CNC(=O)/C=C/c1ccccc1)c1ccccc1 | 2% | -4% | -23% | 4% | 12% | 18% | -0.4% | -6% | 5% |
| CCC/C(O)=C1\C(=O)CCCC1=NCCc1ccc(OCC)c(OCC)c1 | -5% | 20% | -5% | -4% | 2% | 16%[57.1 µM] | -1.8% | 1% | 7%[57.1 µM] |
| CC(C)=NOc1nc(N2CCOCC2)nc(N2CCOCC2)n1 | -10% | 2% | -11% | -30% | -1% | 9%[57.1 µM] | 0.2% | 1% | -2%[57.1 µM] |
| CCOC(=O)Cn1cnc2sc3c(c2c1=O)CCC3 | 2% | -21% | -13% | -7% | 5% | 14%[57.1 µM] | 1.4% | -1% | 12%[57.1 µM] |
| O=C(OCC1OC(n2cc(Br)c(=O)[nH]c2=O)C(Br)C1O)c1ccccc1 (stereo not given) | -2% | 10% | -13% | ? | 1% | 13% | 3.0% | 1% | 7% |
| CCOc1ccccc1NC(=O)COC(=O)CN(C)S(=O)(=O)c1ccc(C)cc1 | 4% | ? | -21% | 1% | 3% | -6%[57.1 µM] | 2.2% | 2% | -2%[57.1 µM] |
| CC(=O)c1cccc(N2C(=O)C3C(C(=O)Nc4cc(C)on4)C4(C)C=CC3(O4)C2C(=O)NC(C)(C)C)c1 (stereo not given) | ? | -3% | -22% | 2% | -7% | 9% | 1.4% | -9% | 3% |
| O=c1oc2c3c4c(cc2s1)CCCN4CCC3 | -1% | ? | ? | 18µM* | 5% | -6% | 0.5% | -14% | -8% |
| CCCn1nnc(NC(=O)c2ccc3c(c2)OCO3)n1 | 13% | 13% | -11% | 97%[activator] | 0% | 5%[57.1 µM] | 1.2% | -1% | 4%[57.1 µM] |
| COc1ccc(-c2[nH]ncc2CNCC(C)(C)N2CCOCC2)cc1F | 10% | -18% | -25% | -7% | -8% | 10%[57.1 µM] | 0.9% | 6% | 3%[57.1 µM] |
| COc1ccc(CCNC(=O)C2CCCN(S(=O)(=O)c3ccc4c(c3)oc(=O)n4C)C2)cc1OC (stereo not given) | -1% | 13% | -14% | 3% | 14% | -14% | 0.1% | 5% | -12% |
| N#Cc1cc(C(=O)c2cc(Cl)ccc2O)cn(CC2CCCO2)c1=O (stereo not given) | -8% | -1% | 3% | 0% | -5% | -13% | 1.1% | 0% | -8% |
| CCOc1ccc(CCNC(=O)c2ccc3[nH]c(C)c(C)c3c2)cc1 | 2% | 6% | ? | -26% | 4% | 13%[57.1 µM] | 1.2% | 3% | 3%[57.1 µM] |
| O=C(NCC(c1ccco1)N1CCN(c2ccccc2)CC1)C(=O)NC1CCCC1 (stereo not given) | -27% | 4% | -14% | 1% | 5% | 14%[57.1 µM] | 0.3% | -3% | 6%[57.1 µM] |
| COc1ccc(NS(=O)(=O)c2cccc3nsnc23)cc1OC | 9% | -1% | -7% | 26% | -3% | 7%[2.29 µM] | 0.6% | 1% | 9%[2.29 µM] |
| O=C(C1CCCCC1)N1CC(=O)N2CCc3ccccc3C2C1 (stereo not given) | nt | -1%[56.9 µM] | nt | ? | nt | 23%[57.1 µM] | 0.5% | nt | -11%[57.1 µM] |
| C/C(=N\NC(=O)c1cc(C)nc2ccccc12)c1ccccn1 | ? | 14% | -17% | i | 9% | 6% | -1.7% | -26% | -6% |
| CCOc1ccc(NC(=O)COc2cccc3c2CCN(Cc2cccnc2)C3=O)cc1 | 4% | -38% | -12% | 3% | 5% | 6% | -0.3% | -9% | 4% |
| COCCN(Cc1ccc(C)c(Br)c1)C(=O)Cn1cnc(S(=O)(=O)N2CCCC2)c1 | 6% | -57%[56.9 µM] | -5% | -18% | 9% | 3%[57.1 µM] | 1.4% | 0% | 2%[57.1 µM] |
| Cc1cccc(OCC(=O)Nc2cccc(C(=O)OCc3cc(=O)n4c(C)csc4n3)c2)c1 | -8% | -28% | -6% | ? | 2% | 21%[57.1 µM] | -0.1% | -2% | 11%[57.1 µM] |
| Cc1ccc(CN2[C@@H](c3ccccc3)COCCS2(=O)=O)cc1 | 5% | 11% | -25% | 13% | 8% | 12%&10% | 2.1% | 1%&-1% | 2%&-2% |
| CCOc1ccccc1NC(=O)N1c2ccccc2Sc2ccccc21 | 3% | 5% | -13% | ? | 8% | -14% | -0.2% | -3% | -8% |
| NC(=O)CN1CCN(C(=O)Nc2ccccc2)CC1 | -2% | -3% | -2% | 408%[activator] | -2% | 14%[57.1 µM] | 2.5% | -5% | 7%[57.1 µM] |
| COc1ccc(-c2c(-c3cc(OC)cc(OC)c3)n(C)c3ccc(-c4ccc5cc[nH]c5c4)cc23)cc1 | -6% | 1% | -23% | ? | -5% | 44%[activator] | nt | 1% | 60%[activator][57.1 µM] |
| CCc1nnc(NC(=O)CN2CCN(c3nc(-c4ccccc4)cs3)CC2)s1 | -7% | -38% | -18% | -18% | -1% | 21% | 0.8% | 1% | 3% |

An excerpt, so the mix of outcomes need not match the whole.
